Mac1 fbg enh: CD11b/CD18-fibrinogen binding enhancement. P05107+P11215. activation, % at 10 µM. K562 CD11b/CD18 adhesion to fibrinogen, ATPlite luminescence. actives 0.07% (n = 93,000);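 active means 10 µM primary screen giving 50% or more activity, confirmed by 40% or more on retest at that dose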; further: strong numbers were not always called active; reference of the scale not given here
CD11b adhes inh: blocks human CD11b/CD18 adhesion to fibrinogen; P05107+P11215; actives 0.54% (n = 93,000); inhibition, % at 10 µM; AID 1497; K562 CD11b/CD18 adhesion to fibrinogen, ATPlite luminescence; Mn2+ added to activate the integrin;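 active means primary inhibition of 50% or more at 10 µM, then 40% or more on retest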; further: some results filed as inactive read as strong as hits
FAK blocker: inhibitors of human focal adhesion kinase | AID 727 | Q05397 | biochemical FAK kinase activity assay | inhibition, %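 (tested at 7 µM)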 | actives 0.84% (n = 97,000); in the data active means inhibition above about 19%;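 further: 0% = DMSO and 100% = reference compound high control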
Target sequence (Q05397 whole entry, looked up): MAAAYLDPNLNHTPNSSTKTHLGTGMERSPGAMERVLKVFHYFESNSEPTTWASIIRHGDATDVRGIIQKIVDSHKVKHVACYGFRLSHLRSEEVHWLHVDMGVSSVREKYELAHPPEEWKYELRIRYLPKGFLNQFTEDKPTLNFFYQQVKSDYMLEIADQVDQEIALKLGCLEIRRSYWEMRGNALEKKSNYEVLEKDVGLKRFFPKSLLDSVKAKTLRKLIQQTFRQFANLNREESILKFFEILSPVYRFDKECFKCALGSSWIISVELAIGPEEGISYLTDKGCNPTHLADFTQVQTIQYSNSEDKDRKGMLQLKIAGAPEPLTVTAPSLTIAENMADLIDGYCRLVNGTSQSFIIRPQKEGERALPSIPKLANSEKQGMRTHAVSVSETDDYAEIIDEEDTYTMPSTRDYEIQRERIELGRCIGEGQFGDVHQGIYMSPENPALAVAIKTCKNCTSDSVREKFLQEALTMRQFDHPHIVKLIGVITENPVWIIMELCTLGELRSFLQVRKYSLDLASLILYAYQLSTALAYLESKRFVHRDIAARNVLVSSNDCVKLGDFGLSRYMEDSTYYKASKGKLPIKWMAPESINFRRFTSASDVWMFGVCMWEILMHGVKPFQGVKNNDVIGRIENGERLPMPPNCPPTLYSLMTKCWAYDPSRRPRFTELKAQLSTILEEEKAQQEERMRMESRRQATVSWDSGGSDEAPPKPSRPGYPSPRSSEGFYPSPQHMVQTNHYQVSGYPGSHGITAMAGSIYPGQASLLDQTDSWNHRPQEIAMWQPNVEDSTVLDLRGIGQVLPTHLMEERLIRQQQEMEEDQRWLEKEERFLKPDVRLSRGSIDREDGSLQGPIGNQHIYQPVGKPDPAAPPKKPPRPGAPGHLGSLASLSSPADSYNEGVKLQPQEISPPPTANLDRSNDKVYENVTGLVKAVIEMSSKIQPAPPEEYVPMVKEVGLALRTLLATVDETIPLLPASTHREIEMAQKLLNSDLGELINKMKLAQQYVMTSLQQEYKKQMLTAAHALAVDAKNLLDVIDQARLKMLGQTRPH
E coli WT exp: blocks growth of wild type E. coli BW25113; actives 0.15% (n = 98,000); OD600 absorbance; growth inhibition, % at 100 µM;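 active means growth inhibition above about 50% at one test dose, limit read from the data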;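 further: growth measured after 20 h incubation at 37 °C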
MT1-MMP txn act: activates MT1-MMP transcription; HT1080 MT1-MMP promoter luciferase reporter, luminescence, overnight; hits give high values; activation factor at 10 µM; actives 0.16% (n = 86,000); AID 750;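 active means activation factor of at least 2 for MT1-MMP transcription at 10 µM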
Starred values were filed as active, the others as inactive; . = not tested or not shown. This is a subset (hit frequency here may not be typical).

Start of the data: the first four compounds (preview)
SMILES	Mac1 fbg enh	CD11b adhes inh	FAK blocker	E coli WT exp	MT1-MMP txn act
COc1ccc(OC)c2c(N3CC(C)OC(C)C3)cc(C(F)(F)F)nc12 (stereo not drawn)	.	.	5	9	1
CC1(C)Cc2c(C#N)c(N3CCN(C(=O)c4ccccc4)CC3)nc(-c3ccco3)c2CS1	.	.	2	-9	1
O=C(CCCC(=O)Nc1cccnc1)Nc1cccnc1	.	.	-5	-20	1.1
CCOc1ccccc1C1C(C(N)=O)=C(C)Nc2nc(-c3cccc(C)c3)nn21 (stereo not drawn)	.	.	0	0	1

This part in full, repeating the preview:
SMILES	Mac1 fbg enh	CD11b adhes inh	FAK blocker	E coli WT exp	MT1-MMP txn act
COc1ccc(OC)c2c(N3CC(C)OC(C)C3)cc(C(F)(F)F)nc12 (stereo not drawn)	.	.	5	9	1
CC1(C)Cc2c(C#N)c(N3CCN(C(=O)c4ccccc4)CC3)nc(-c3ccco3)c2CS1	.	.	2	-9	1
O=C(CCCC(=O)Nc1cccnc1)Nc1cccnc1	.	.	-5	-20	1.1
CCOc1ccccc1C1C(C(N)=O)=C(C)Nc2nc(-c3cccc(C)c3)nn21 (stereo not drawn)	.	.	0	0	1
CCN1CCN(C(=O)c2ccc3c(c2)N(Cc2ccc(F)cc2)C(=O)c2ccccc2S3=O)CC1 (stereo not drawn)	.	.	-1	10	1.1
CCn1c(=NC(=O)CSC(C)=O)sc2cc(OC)ccc21	.	.	1	2	1.2
COCc1c(C(=O)OCc2nc(N)nc(Nc3ccccc3C)n2)oc2ccccc12	.	.	0	-9	1.3
COc1ccccc1N1CCN(c2cc(N3CCCC3)nc(C)n2)CC1	.	.	0	-12	1.1
O=C(NCc1cccs1)c1ccccc1F	.	.	4	16	1.1
COC(=O)c1[nH]c2cc(OC)ccc2c1NC(=O)CN1CCC(C(N)=O)(N2CCCCC2)CC1	.	.	0	-8	1
O=C(Nc1ncc2c(n1)CC(c1ccccc1)CC2=O)c1ccco1 (stereo not drawn)	.	.	0	7	1
c1cc(C(c2nnnn2C2CCCCC2)N2CCN3CCCC3C2)ccn1 (stereo not drawn)	.	.	-2	-2	1.1
Cc1onc(-c2ccccc2)c1C(=O)Nc1ccc(OC(C)C)cc1	.	.	4	4	1.1
CCOC(=O)C(C(=O)OCC)C(C#N)c1ccccc1 (stereo not drawn)	.	.	-2	-1	1
COc1ccccc1C(=O)C1Nc2ccccc2-c2nnc(SC)nc2O1 (stereo not drawn)	.	.	4	-3	1.1
COc1ccc(N2CCN(C(=O)CSc3nnc(CNc4ccccc4)o3)CC2)cc1	.	.	0	-11	1.1
CC(c1nnnn1C1CCCCC1)N(Cc1ccccc1)Cc1cccnc1 (stereo not drawn)	.	.	-1	-22	1.1
COCCn1nnnc1C(c1ccc(OC)cc1)N1CCN(c2ccccc2F)CC1 (stereo not drawn)	.	.	-4	4	1
CCCOc1ccccc1C1CC(=O)Nc2cc3c(cc21)OCCO3 (stereo not drawn)	.	.	6	-7	0.6
O=C(CCN1C(=O)COc2ccccc21)NCc1cccnc1	.	.	8	-7	1.1
CC(C)(C)n1nnnc1C(c1cccnc1)N1CCN(C(=O)c2ccco2)CC1 (stereo not drawn)	.	.	0	3	1.1
CC(=O)Nc1ccc(S(=O)(=O)/N=C2\SCCN2S(=O)(=O)c2ccc(NC(C)=O)cc2)cc1	.	.	5	-10	1.1
CCOC(=O)c1ccc(N2CN(CC)CNC2=S)cc1	4	2	.	.	.
CCn1cc(CNC(=O)/C=C/c2ccc([N+](=O)[O-])cc2)cn1	3	-13	.	.	.
O=C(CNC(=O)c1ccc(-c2ccccc2)cc1)OCc1ccc(Br)cc1	15	-1	.	.	.
O=C(NCC1OCCc2ccccc21)c1ccc(NC(=O)c2ccccc2Cl)cc1 (stereo not drawn)	-4	10	.	.	.
CNC(=O)c1cc(Cl)c(OC)c(OC)c1	0	0	.	.	.
CCCCC(CC(O)COCC(C)C)C(=O)NNC(=S)Nc1ccccc1 (stereo not drawn)	-1	-1	.	.	.
O=C(/C=C/c1cccs1)Nc1ccc(Br)cn1	12	18	.	.	.
CCOc1cc(/C=C/c2ccc3cccc([N+](=O)[O-])c3n2)cc(Cl)c1O	-2	24	.	.	.
CCCC/C(C)=N/NC(=O)c1cn(-c2ccccc2)nc1-c1ccccc1	-2	17	.	.	.
COc1ccc(OCCC(=O)OCC(=O)Nc2cccc(Br)c2)cc1	36	-13	.	.	.
Nc1nonc1-n1nnc(C(=O)N/N=C/c2ccc(Br)cc2)c1CSC1=NCCS1	-3	32	.	.	.
Cc1cc(/C=N/NC(=O)C(O)(c2ccccc2)c2ccccc2)c(C)n1-c1ccccc1	12	6	.	.	.
Cc1cc(Nc2ncc(Cl)cc2Cl)n(-c2ccccc2)n1	4	25	.	.	.
CC(=O)c1cccc(S(=O)(=O)NC2CC2)c1	-2	0	.	.	.
O=C(NCc1cccc(Cl)c1)c1ccc2nc[nH]c2c1	-4	-2	.	.	.
C#CC[N+](C)(C)CC#Cc1ccc(Cl)cc1	8	-11	.	.	.
COc1ccc(OCCn2nnc(-c3ccc(Cl)cc3)n2)cc1	3	-3	.	.	.
O=[N+]([O-])c1cccc(/C=N/Nc2nnc(-c3ccccc3)c(-c3ccccc3)n2)c1	-3	-24	.	.	.
N#CC1=C(N)C2=CCCC[C@H]2[C@H](c2cccc(F)c2)C1(C#N)C#N	-1	-6	.	.	.
CSc1ccccc1NC(=O)COc1ccc(Cl)cc1Cl	5	-10	.	.	.
CON(C)c1nc(OCC#N)nc(N(C)C)n1	6	-11	.	.	.
Cc1ccsc1C(=O)OCC(=O)Nc1ccc(Cl)cc1C(F)(F)F	16	-5	.	.	.
COc1ccc(C(C)=O)cc1CSc1nc2ccccc2c(=O)n1-c1ccccc1	3	15	.	.	.
C/C(=N\OCC(=O)Nc1c(C)cc(C)cc1C)c1ccc2c(c1)OCCO2	0	2	.	.	.
O=C(COc1ccc(Cl)cc1Br)NC(=O)NCc1ccccc1	6	5	.	.	.
COc1ccc(C(=O)c2sc3nc(-c4ccc(OC)cc4)ccc3c2N)cc1	32	8	.	.	.
COc1cc(C(=O)O/N=C2\C=CC(=O)C=C2C)cc(OC)c1OC	1	0	.	.	.
COc1ccccc1-n1c(SCC(=O)NC2CCS(=O)(=O)C2)nc2cc([N+](=O)[O-])ccc21 (stereo not drawn)	6	-3	.	.	.

(listing goes on)
SMILES	Mac1 fbg enh	CD11b adhes inh	FAK blocker	E coli WT exp	MT1-MMP txn act
O=C(CSc1nnc(CCCN2C(=O)c3cccc4cccc(c34)C2=O)n1-c1ccccc1)NCCCO	-4	8	.	.	.
COC(=O)c1ccc(/C=N/NC(=O)CCSc2nc3ccccc3s2)cc1	2	5	.	.	.
Cc1ccc(-n2c(=S)[nH]c3sc4c(c3c2=O)CCc2ccccc2-4)cc1	-7	19	.	.	.
Cc1c(/C=C/C(=O)c2ccc(O)cc2)cnn1C	3	-10	.	.	.
Cc1ccc(/C=N/NC(=O)CC(=O)NCc2cccnc2)cc1	-2	-10	.	.	.
O=C(COC(=O)CCc1nc2ccccc2n1-c1ccccc1)Nc1ccc(N2CCCCC2)cc1	-6	-14	.	.	.
COc1ccc(/C(=C/c2ccc(OC(F)F)c(OC)c2)C(=O)O)cc1OC	2	-1	.	.	.
COc1cc([N+](=O)[O-])cc(/C=N/NC(=O)C(C)Nc2cccc(C)c2)c1O (stereo not drawn)	-4	-17	.	.	.
Cc1ccc(C)c(NC(=O)c2ccc(S(=O)(=O)C(F)F)cc2)c1	0	6	.	.	.
O=C(/C=C/c1cccc([N+](=O)[O-])c1)NCCSCc1c(Cl)cccc1Cl	-1	38	.	.	.
Cc1cc(C)c(NC(=O)C2c3ccccc3Oc3ccccc32)c(C)c1	8	14	.	.	.
O=C(CSc1nnnn1-c1ccccc1)NC1CCCc2ccccc21 (stereo not drawn)	1	-24	.	.	.
Cc1ccc(S(=O)(=O)NC(C(=O)Oc2ccc3c(C)c(Cl)c(=O)oc3c2)c2ccccc2)cc1 (stereo not drawn)	6	28	.	.	.
CCC12C(=O)C(CC)(C(c3ccccc3)=C1c1ccccc1)[C@@H]1C(=O)N(c3ccc(C)cc3)C(=O)C12 (stereo partly drawn)	3	10	.	.	.
O=C(CCCN1C(=O)/C(=C\c2ccco2)SC1=S)Nc1ccc2ccccc2c1	16	9	.	.	.
COc1ccc(C(=O)/C=C/c2cn(CC(O)CN3CCOCC3)c3ccccc23)cc1 (stereo not drawn)	5	0	.	.	.
Cc1ccc(-n2c(=S)[nH]c3c(oc4ccccc43)c2=O)cc1C	1	-3	.	.	.
Cc1ccc(C)c(C(=O)COc2ccccc2[N+](=O)[O-])c1	-2	5	.	.	.
NS(=O)(=O)c1ccc(NC(=S)NCc2cccc(Cl)c2)cc1	-2	12	.	.	.
Cc1cccc(NC(=O)C(C)OC(=O)c2ccccc2NS(=O)(=O)c2cc(C)c(C)c([N+](=O)[O-])c2)c1 (stereo not drawn)	2	-10	.	.	.
O=C(Nc1ccc(F)cc1)C1CC(=O)n2c(nc3ccccc32)N1 (stereo not drawn)	-2	-6	.	.	.
O=C(NCc1ccco1)c1ccc(COc2cccc3ccccc23)cc1	8	3	.	.	.
O=C(N/N=C/c1ccco1)c1cccc(N2CCCC2=O)c1	4	-8	.	.	.
CCOC(=O)c1[nH]c2ccc(OC)cc2c1NC(=S)N1CCN(c2cccc(C)c2C)CC1	30	4	.	.	.
COc1ccc(S(=O)(=O)N(C(=O)c2ccncc2)c2ccc3oc4c(c3c2)CCCC4)cc1	-1	10	.	.	.
Cc1cc(C(=O)Nc2ccccc2N2CCOCC2)ccc1[N+](=O)[O-]	-5	-4	.	.	.
NC(=S)N=Nc1c(O)[nH]c2cc(F)c(F)cc12	-1	15	.	.	.
O=C(NNC(=O)c1cc([N+](=O)[O-])ccc1Cl)c1cccs1	7	-3	.	.	.
Cc1ccsc1C(=O)OCC(=O)Nc1cccc(S(=O)(=O)N2CCOCC2)c1	2	-3	.	.	.
CCOC(=O)c1cnc(Nc2nc3ccccc3o2)nc1CSC(=S)N(CC)CC	39	-2	.	.	.
Cc1ccc(-c2ccc(SCC(=O)Nc3ccc4c(c3)OCCO4)nn2)cc1	0	-19	.	.	.
COc1cc(NC(=O)Cc2ccc([N+](=O)[O-])cc2)c(C(=O)O)cc1OC	1	-10	.	.	.
COC(C(=O)Nc1ccc(S(=O)(=O)Nc2ccc(F)cc2)cc1)c1ccccc1 (stereo not drawn)	2	10	.	.	.
O=S(=O)(/C(=C/c1ccc(C(F)(F)F)cc1)c1nc2ccccc2[nH]1)c1ccccc1	-6	82	.	.	.
CC(Sc1nnc(-c2cccnc2)n1-c1ccccc1F)C(=O)N1CCCc2ccccc21 (stereo not drawn)	-1	-1	.	.	.
COc1ccc(NC(=O)C(Sc2ccccc2)c2ccccc2)c(OC)c1 (stereo not drawn)	16	-3	.	.	.
COc1ccc(C/C(C)=N/NC(=S)Nc2ccc(C)c(C)c2)cc1	0	-7	.	.	.
O=C(N/N=C/C1CC=CCC1)c1ccc(Cl)cc1O (stereo not drawn)	-2	22	.	.	.
CC(=O)OC1COC(N2CCc3ccccc32)C(OC(C)=O)C1OC(C)=O (stereo not drawn)	5	-1	.	.	.
Cc1cc(C)n(-c2ccc(C(=O)Nc3cccc(S(=O)(=O)N(C)C)c3)cc2)n1	-4	49	.	.	.
COC(=O)C1=C(C)NC(C)=C(C(=O)OC)C1c1ccc(-c2cc(Cl)ccc2Cl)o1	5	-6	.	.	.
Clc1ccccc1CN1CCC(Cc2ccccc2)CC1	0	17	.	.	.
COc1ccc(C2C=C(C34CC5CC(CC(C5)C3)C4)NC(=S)N2)cc1OC (stereo not drawn)	1	-1	.	.	.
Cc1ccc([N+](=O)[O-])cc1NC(=O)c1ccc(CSc2ccccc2)cc1	1	0	.	.	.
COc1ccc(NC(=O)CSc2nc3ccccc3c(=O)n2Cc2cccs2)c(OC)c1	2	6	.	.	.
CCN(CC)c1ccc(/C=N/NS(=O)(=O)c2ccc(C)c([N+](=O)[O-])c2)cc1	1	-14	.	.	.
CCOC(=O)C(C)(C)N(Cc1cccc(C)c1)S(=O)(=O)c1cccc([N+](=O)[O-])c1	6	21	.	.	.
O=C(/C=C/Nc1ccc(F)cc1F)c1cccs1	-8	77	.	.	.
COc1ccccc1/C=N/NC(=O)CC(=O)NCc1cccnc1	0	-7	.	.	.
COc1cc(OC)cc(C(=O)N[C@H](C(=O)OCC(=O)NC(C)c2ccccc2)C(C)C)c1 (stereo partly drawn)	4	4	.	.	.
Cc1ccccc1Nc1nc(-c2ccccc2)c(C(=O)Nc2cccnc2)s1	13	-8	.	.	.
Cc1cccc(NC(=O)/C(=C/c2cccc([N+](=O)[O-])c2)NC(=O)c2cccs2)c1	-2	6	.	.	.

From PubChem
